# Compound activity as filed in PubChem.
# FECH block: blocks human mitochondrial ferrochelatase activity; purified FECH, Ni-mesoporphyrin absorbance 550 nm; calls only at 10 µM (by protocol); P22830; actives 3.3% (n = 20,000);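 active = enzyme reaction rate more than 3 SD below the solvent-only control wells on the same plate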;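 also: lower slope than DMSO wells means FECH inhibition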
# Target sequence (P22830 whole entry, looked up): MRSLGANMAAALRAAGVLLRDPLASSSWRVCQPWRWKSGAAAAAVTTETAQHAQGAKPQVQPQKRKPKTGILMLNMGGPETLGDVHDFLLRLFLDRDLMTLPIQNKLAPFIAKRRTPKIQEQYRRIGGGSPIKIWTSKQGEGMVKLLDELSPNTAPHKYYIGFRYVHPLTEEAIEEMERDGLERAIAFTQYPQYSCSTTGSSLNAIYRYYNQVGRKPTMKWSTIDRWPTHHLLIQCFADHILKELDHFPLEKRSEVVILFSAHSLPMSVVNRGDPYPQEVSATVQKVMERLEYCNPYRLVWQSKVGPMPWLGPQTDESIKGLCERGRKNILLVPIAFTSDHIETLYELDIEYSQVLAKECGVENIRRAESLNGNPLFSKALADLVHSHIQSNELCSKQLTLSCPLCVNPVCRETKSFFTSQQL
# Calls only; i = inactive; + = active, no number. These rows are one share of the data; count on the stated rates, not on these rows.
FECH block	SMILES
i	O=C(c1nc2ccccn2c1CN1CCN2CCCC2C1)N1CCOCC1 (stereo unspecified)
i	CNc1ncccc1C(=O)NC1CC(=O)N(CCc2cccc(Cl)c2)C1 (stereo unspecified)
i	O=C(Nc1cnc2n1CCCC2)c1nnc2n1CCCC2
i	c1nc2c([nH]1)CCNC2c1cnc(N2CCOCC2)nc1 (stereo unspecified)
i	Cc1cc(Sc2ccccc2NC(=O)c2ccc3c(c2)OCO3)n2nc(-c3ccccc3)nc2n1
i	CC(=O)N[C@@H]1C[C@H](Cc2ccccc2)O[C@H](c2coc3ccccc3c2=O)C1
i	CCCc1n[nH]c(=O)n1-c1ccccc1Cl
i	O=S(=O)(c1ccc(F)cc1)N1CCN(c2cc(-c3cccc(F)c3)ncn2)CC1
i	O=C(C1CCCN(C2CCN(c3nc(CO)cs3)CC2)C1)N1CCOCC1 (stereo unspecified)
i	CCOc1ccccc1-c1nc(CSc2nc(C)c(CC)c(=O)[nH]2)c(C)o1
i	CCOC(=O)Cn1c(=O)n(-c2ccc(F)cc2)c2nc(-c3cccc(C)c3)nc(C(N)=O)c21
i	CCC(=O)c1ccc(OCC(=O)N2CCCC(C(=O)c3ccccn3)C2)cc1 (stereo unspecified)
i	Cc1ccc(CN2CCCN(CC(=O)NC(C)CCc3ccccc3)S2(=O)=O)cc1 (stereo unspecified)
i	COc1cc(NC(=O)CCc2c(C)n(C)c3cc(-c4ccccc4OC)nn3c2=O)cc(OC)c1
i	CCc1c(C)nc2ncnn2c1Sc1ccc(NS(=O)(=O)c2ccc(C)c(C)c2)cc1
i	O=S(=O)(Cc1ccccc1)NCCn1c(-c2ccccc2)nc2cccnc21
i	Cc1cc(N(C)C)nc(Nc2ccc(NC(=O)c3ccco3)cc2)n1
i	O=C(CN1CCN(Cc2ccc(F)cc2Cl)S1(=O)=O)Nc1cccc(Cl)c1
i	Cc1[nH][nH]c(=O)c1CC(=O)NCCn1c(C)cc2ccccc21
i	CCOC(=O)c1ccc(NS(=O)(=O)c2cc(N3C(=O)CCS3(=O)=O)ccc2OC)cc1
i	CNCC(=O)NCCCc1nc2c(C)c(C)ccc2[nH]1
i	CCC(CC)n1nc(C)cc1NC(=O)Cn1nc(C)c2ccccc2c1=O
i	O=S(=O)(NCc1ccccc1)NCc1cnn2ccccc12
i	Cc1ccc(C(=O)N(C)[C@@H](C)C(=O)O)cc1NC(=O)C1CCCC1
i	O=C(O)c1ccc(CN2CC(=O)N3CSCC3C2=O)cc1 (stereo unspecified)

# The closing two records of the part above come first, to join the parts:
FECH block	SMILES
i	Cc1ccc(C(=O)N(C)[C@@H](C)C(=O)O)cc1NC(=O)C1CCCC1
i	O=C(O)c1ccc(CN2CC(=O)N3CSCC3C2=O)cc1 (stereo unspecified)
i	Cc1cncc(C(=O)NCC2CCN(Cc3ccccc3F)C2)c1 (stereo unspecified)
i	COc1ccc(-c2ccc(N)nc2)c2ccc(C)nc12
i	COc1ccc(Cl)cc1NC(=O)NCCc1nc2cccnc2n1-c1ccccc1
i	Cc1sc(NC(=O)C(C)C)c(C(=O)N[C@@H]2C[C@@H](CO)N(C)C2)c1C
i	COCCc1noc(-c2cn(Cc3ccc(Cl)cc3)nn2)n1
i	N[C@@H]1c2ccccc2C2(CCN(C(=O)c3ccc(CO)o3)CC2)[C@H]1O
i	O=C(NCC1CCN(Cc2cccc(Cl)c2)C1)c1ccsc1 (stereo unspecified)
i	COc1ccc(C)cc1-c1cncnc1
i	CCN(c1nc2nc(C)c(Cl)c(C)n2n1)S(=O)(=O)c1ccc(Cl)cc1
i	COc1cccc(NC(=O)CSCc2nc(-c3ccc(C)cc3)no2)c1
i	CC(C(=O)N(C)C)N(C)Cc1cccn1-c1ccccn1 (stereo unspecified)
i	CC(C)N(CCc1ccccc1)C(=O)C1CCOC1 (stereo unspecified)
+	Cc1ccc(C)c(OCc2cc(C(=O)NCc3nnc4n3CCC4)no2)c1
i	COc1ccccc1NC(=O)Nc1nc(CC(=O)Nc2ccc(C)cc2)cs1
i	Cc1nc2ccc(CC(=O)N(C)Cc3ccccc3OCC(C)C)cc2[nH]1
i	CC(Cc1cccs1)NC(=O)c1cccc(NCC(=O)O)c1 (stereo unspecified)
i	C/C(=C\c1ccco1)CN1CCN(c2cc(C)nc(-c3cccnc3)n2)CC1
i	CC(C)(C)NC(=O)COc1ccc(C2CC(=O)Nc3[nH]ncc32)cc1 (stereo unspecified)
i	Cc1cccc(Cn2c(CNS(=O)(=O)c3ccc(Cl)s3)nc3cccnc32)c1
i	COc1cc(OC)c(CN2CCN(C)C(C(=O)O)C2)cc1Cl (stereo unspecified)
i	Cc1ccc(C2=CC(c3c(F)cccc3Cl)n3nc(NC(=O)CC(C)C)nc3N2)cc1 (stereo unspecified)
i	CCCc1cc(Sc2ccc(NC(=O)Nc3ccc4c(c3)OCCO4)cc2)n2ncnc2n1
i	COc1nc(OC)nc(N2CCC3(CC2)CN(C)CCN3C)n1
i	CCc1c(C)nc2ncnn2c1Sc1ccc(NC(=O)Nc2ccc(Cl)cc2)cc1
i	O=S(=O)(NCc1nc2cccnc2n1C1CC1)c1ccccc1F
i	CC(C)Cc1nnc2sc(C3CC(=O)N(c4cccc(F)c4)C3)nn12 (stereo unspecified)
i	O=C(Nc1ccccc1C(=O)N1CCCCC1)c1nsc2ccccc12
i	COCCCNC(=O)c1ccc(CN2C(=O)CCn3nc(-c4cccc(Cl)c4)cc32)cc1
i	CCOC(=O)Cn1c(=O)n(-c2ccc(F)cc2)c2nc(-c3cccs3)nc(C(N)=O)c21
i	Cc1ccc(S(=O)(=O)NCc2nc3cccnc3n2C2CC2)cc1
i	CCc1c(C)nc2ncnn2c1Sc1ccccc1NC(=O)c1ccc(OC)cc1
i	COc1cccc(Nc2nc(NCc3cccnc3)nc3c2cnn3-c2ccccc2)c1
i	CN(CCc1ccccc1)C1CCCN(C(=O)c2c[nH]c(=O)cc2O)C1 (stereo unspecified)
i	Cc1nnc(SCC(=O)N2CCc3[nH]c4ccc(F)cc4c3C2)o1
i	COc1ccc(NC(=O)C2CCN(c3ccc(-c4ccc(C)cc4)nn3)CC2)cc1
i	CCOC(=O)c1ccc(S(=O)(=O)Nc2c(C)nc3nc(C)[nH]n3c2=O)cc1
i	CCc1nc2nc(C)c(NC(=O)Nc3cccc(C(F)(F)F)c3)c(=O)n2[nH]1
i	CC(c1cccc(-c2cc(N3CCOCC3)nc(N)n2)c1)N1CCCC1 (stereo unspecified)
i	CCN(C(=O)CSc1nnc(C)s1)[C@H]1COC[C@@H]1O
i	CC(C)c1ncc(-c2cc(C(=O)N(C)C(C)C)c3ccccc3n2)cn1
i	Cc1cc(C)c(NC(=O)CN2CCN(Cc3ccccc3F)S2(=O)=O)c(C)c1
i	Cc1cnc2c(C(=O)N3CCCCC3c3cccnc3)cnn2c1 (stereo unspecified)
i	CCc1c(C)nn(CCNC(=O)C2CCCN(Cc3ccco3)C2)c1C (stereo unspecified)
i	NC(=O)c1c(F)cccc1-c1cccc2cnccc12
i	Cc1cnc(CNS(=O)(=O)NCc2ccccc2)cn1
i	Nc1nc(N2CC(c3ccccn3)C2)c2cn[nH]c2n1
i	O=C(Cc1ccccc1)NC1CC(=O)N(c2ccc(F)cc2)C1 (stereo unspecified)
i	Cc1ccc(OCCNC(=O)c2ccc(C)c(NC(=O)C3CC3)c2)cc1C
i	O=C(c1cc(=O)[nH]c2cc(F)ccc12)N1CCCC(N2CCCC2)C1 (stereo unspecified)
i	CCn1c(C2CCNCC2)nn(Cc2ncccn2)c1=O

# New compounds follow
FECH block	SMILES
i	O=C(c1ccc(N2CCOC(c3ccc(Cl)cc3)C2)nc1)N1CCCC1 (stereo unspecified)
i	CC(C)c1ccc(S(=O)(=O)N2CCN(Cc3nc4cccnc4n3-c3ccc(F)cc3)CC2)cc1
i	CCCN(CCC)c1ncc(NS(=O)(=O)c2ccc(C)cc2C)cc1C(=O)O
i	CCC(Nc1nc(-c2ccncc2)nc2c1CCNC2)c1ccc(OC)cc1 (stereo unspecified)
i	O=C(Nc1ccccc1CCc1nc2ccccc2[nH]1)C1CCCN(S(=O)(=O)N2CCCC2)C1 (stereo unspecified)
i	Cn1c(CNS(=O)(=O)c2ccccc2)nc2cccnc21
i	CC(C)NC(=O)c1nc[nH]c1C(=O)N1CCCC1
i	COc1ccc(Nc2cc(C)nc(N3CCN(S(=O)(=O)c4cccc(F)c4)CC3)n2)cc1
i	Cc1cc(Sc2ccccc2NC(=O)COc2ccc(Cl)cc2)n2nc(-c3ccccc3)nc2n1
i	CCc1ccc(Cn2c(CNS(=O)(=O)c3ccc(F)cc3)nc3cccnc32)cc1
i	Cc1ccc(-c2n[nH]c(=O)c3c2CCCC3)cc1S(=O)(=O)Nc1ccc(S(N)(=O)=O)cc1
+	CSc1nccc(-c2ccc(Cl)cc2Cl)n1
i	Cc1ccccc1-c1noc(CNCCS(=O)(=O)N(C)C)n1
i	CC(C)c1cc(C(=O)NCCc2nc3c(s2)CCC3)n(C)n1
i	CCC(C(=O)N1CCCOc2c(cccc2OC)C1)n1cccn1 (stereo unspecified)
i	CCc1ccc(C(=O)NCCn2c(CCc3ccccc3)nc3cccnc32)cc1
i	CCCc1nc2nc[nH]n2c(=O)c1NC(=O)Nc1cccc(F)c1
i	Cc1ccc(C2(O)CCN(c3nc(-c4ccccc4)nc4c3CCC4)CC2)nc1
i	CC1CNC(=O)CCN1Cc1cn[nH]c1C(=O)O (stereo unspecified)
i	Cc1ccc(-c2nc(N(C)Cc3ccn[nH]3)ncc2-c2cccnc2)cc1
i	NS(=O)(=O)c1ccc(NC(=O)C2=Cc3cc(Br)ccc3OC=C2)cc1
i	CC(C)CN(CC(C)C)c1ncc(NS(=O)(=O)c2ccccc2Cl)cc1C(=O)O
+	Cc1ccc(Cn2c(CNC(=O)c3cccnc3)nc3cccnc32)cc1
i	O=C(N[C@@H]1c2ccccc2C2(CCNCC2)[C@H]1O)c1ccc(Cl)s1
i	COc1ccc(N2C(=O)CCS2(=O)=O)cc1S(=O)(=O)Nc1ccccc1F

# Another view of some results above.
canonical_smiles: CCCc1nc2nc[nH]n2c(=O)c1NC(=O)Nc1cccc(F)c1
- FECH block: i

canonical_smiles: Cc1ccc(C2(O)CCN(c3nc(-c4ccccc4)nc4c3CCC4)CC2)nc1
- FECH block: i

canonical_smiles: CC1CNC(=O)CCN1Cc1cn[nH]c1C(=O)O (stereo unspecified)
- FECH block: i

canonical_smiles: Cc1ccc(-c2nc(N(C)Cc3ccn[nH]3)ncc2-c2cccnc2)cc1
- FECH block: i

# Later entries:
FECH block	SMILES
i	COCCc1noc(CN2C[C@H]3CC=CC[C@H]3C2)n1
i	CCn1c(CNS(=O)(=O)c2ccc(Cl)s2)nc2cccnc21
i	Cc1ccc(Cn2c(CNS(=O)(=O)c3ccc(Cl)cc3)nc3cccnc32)cc1
i	Cc1ccc(-c2cc(Nc3ccc4c(c3)OCO4)nc(C)n2)cc1
i	O=C1CCS(=O)(=O)N1c1ccc(S(=O)(=O)NC2CCCCC2)cc1
i	COc1ccc(-c2cc(N3CCN(C(=O)Nc4cc(OC)ccc4OC)CC3)ncn2)cc1
i	O=C(O)c1cc(NS(=O)(=O)c2ccc(Cl)c(Cl)c2)cnc1N1CCCCCC1
i	CC(=O)N1CCCn2nc(C(=O)NCC3(CO)CCCC3)cc2C1
i	Cc1ccc(NCc2cc(=O)n3[nH]c(NCc4ccccc4)nc3n2)cc1Cl
i	Cn1ccc(NC(=O)CN2CCC(N3CCCC(C(=O)N4CCCC4)C3)CC2)n1 (stereo unspecified)
i	Cc1nc2cccnc2n1C1CCN(C(=O)Nc2ccccc2C(F)(F)F)CC1
i	COc1cccc(NC(=O)CN2CCN(Cc3ccc(F)cc3Cl)S2(=O)=O)c1
i	Cc1cc(C)n(-c2cc(NCc3cccc(Cl)c3)ncn2)n1
i	CNS(=O)(=O)c1ccc(CCc2n[nH]c(Cc3ccccc3)n2)cc1
i	Cn1ncc2c1NC(=O)CC2c1cn(-c2ccccc2)nc1-c1ccccc1 (stereo unspecified)
i	CCc1cc(Sc2ccc(NC(=O)Nc3ccccc3C)cc2)n2nc(C)nc2n1
i	CCN(C(=O)Cn1c(=O)n(CC2CCC(C(=O)NC)CC2)c(=O)c2sccc21)c1ccccc1 (stereo unspecified)
i	Cn1nc(C(C)(C)C)c2[nH]c(-c3ccc(S(C)(=O)=O)cc3)nc21
i	CCOc1ccc(Cn2c(CNS(=O)(=O)c3ccc(CC(C)C)cc3)nc3cccnc32)cc1
i	COc1cccc(Cn2c(CNC(=O)c3ccc(Br)o3)nc3cccnc32)c1
i	O=C(CSCc1nc(-c2ccccc2)no1)Nc1ccccc1
i	Cc1cc(C)n2nc(CN(C(=O)c3cccc(Cl)c3)c3ccccc3)nc2n1
i	COc1cccc(CNC(=O)c2nc(N3CCCC3)c3oc4ccccc4c3n2)c1
i	CN(Cc1cccc(Cn2cccn2)c1)Cc1nc(-c2cccnc2)no1
i	CCn1cc(S(=O)(=O)N2CCN(c3cc(-c4ccc(OC)cc4)ncn3)CC2)cn1
i	O=C(NC1CCCCC1)c1nc[nH]c1C(=O)NCCc1c[nH]c2ccccc12
i	Cc1nc(CN(C)Cc2cccc(C(=O)Nc3cccnc3)c2)cs1
i	Fc1ccc(CN(Cc2ccncc2)Cc2c(Cl)cncc2Cl)cc1
i	COc1ccccc1Cn1c(CNS(=O)(=O)c2ccc(F)c(Cl)c2)nc2cccnc21
i	COC(=O)c1cc2n(n1)CCN(Cc1nc3ccccc3n1C(C)C)C2
i	C=C(C)COc1ccc(C(=O)NCC(C)n2cncn2)cc1 (stereo unspecified)

# Some of the entries so far, with tabs.
mol	FECH block
O=C(NC1CCCCC1)c1nc[nH]c1C(=O)NCCc1c[nH]c2ccccc12	i
Cc1nc(CN(C)Cc2cccc(C(=O)Nc3cccnc3)c2)cs1	i
Fc1ccc(CN(Cc2ccncc2)Cc2c(Cl)cncc2Cl)cc1	i
COc1ccccc1Cn1c(CNS(=O)(=O)c2ccc(F)c(Cl)c2)nc2cccnc21	i
